Screening results from PubChem.
PME-1 inh: PME-1 inhibitors via competitive probe labeling, primary screen, biochemical, fluorescence polarization, FP-Rh probe, HTS; recombinant PME-1; Protein phosphatase methylesterase 1 (Homo sapiens), Q9Y570; inhibition, % at 5.9 µM; AID 2130, 2009; actives 0.53% (n = 320,000);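 active means inhibition above the campaign mean of all compounds plus 3 SD, cut at about 26% in these data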;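 further: competitive labeling of PME-1 active site by serine hydrolase directed probe; 0% = PME-1 with DMSO and 100% = wells lacking PME-1 enzyme; inhibitors block probe labeling so polarization falls and inhibition rises; many of its hits are not listed in these tables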
PAFAH2 inh: PAFAH2 enzyme inhibitors, primary screen, biochemical, fluorescence polarization, human. Platelet-activating factor acetylhydrolase 2, cytoplasmic (Homo sapiens), Q99487. recombinant PAFAH2, FP-rhodamine activity probe. inhibition, % at 3.39 µM. actives 0.99% (n = 340,000). AID 492956, 2010;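 active means inhibition above the mean over all tested compounds plus 3 SD, cut at about 30% in these data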;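 further: inhibitors block probe labeling of enzyme so polarization drops; 0% = enzyme with DMSO and 100% = wells lacking PAFAH2 protein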
GSTO1 counter: inhibitors of recombinant GSTO1, primary screen, counter-screen for RBBP9 inhibitor project, biochemical, fluorescence polarization. activity-based probe fluorescence polarization. inhibition, % at 5.96 µM. actives 1.1% (n = 300,000). Glutathione S-transferase omega-1 (Homo sapiens), P78417;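 active means inhibition above the campaign mean inhibition plus 3 SD, cut at about 35% in these data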;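 further: 0% = GSTO1-1 with DMSO and 100% = wells lacking GSTO1-1 enzyme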
Target sequence (P78417 whole entry, looked up): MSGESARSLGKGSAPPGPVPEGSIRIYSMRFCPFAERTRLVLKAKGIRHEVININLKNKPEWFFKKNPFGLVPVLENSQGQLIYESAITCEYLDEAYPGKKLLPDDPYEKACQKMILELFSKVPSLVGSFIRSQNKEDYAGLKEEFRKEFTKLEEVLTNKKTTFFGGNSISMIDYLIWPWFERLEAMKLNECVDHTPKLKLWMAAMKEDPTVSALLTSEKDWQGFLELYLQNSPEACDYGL
PAFAH1B3 FP inh: PAFAH1B3 enzyme inhibitors, primary screen, biochemical, fluorescence polarization, human; Platelet-activating factor acetylhydrolase IB subunit alpha1 (Homo sapiens), Q15102; recombinant PAFAH1B3, FP-rhodamine probe; inhibition, % at 3.39 µM; actives 0.28% (n = 340,000); AID 492972, 2010;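 active means inhibition above the screen-wide average of all tested compounds plus 3 SD, cut at about 25% in these data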;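 further: 0% = enzyme with DMSO only and 100% = wells lacking PAFAH1B3 protein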
Target sequence (Q15102 whole entry, looked up): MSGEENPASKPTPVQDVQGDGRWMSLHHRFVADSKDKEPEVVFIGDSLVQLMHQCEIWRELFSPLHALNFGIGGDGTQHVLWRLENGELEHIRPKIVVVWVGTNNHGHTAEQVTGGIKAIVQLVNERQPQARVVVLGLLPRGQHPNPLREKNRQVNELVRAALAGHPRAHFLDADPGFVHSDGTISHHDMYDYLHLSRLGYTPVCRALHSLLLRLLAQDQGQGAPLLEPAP
Fam108B counter: mouse Fam108B serine hydrolase inhibitors, primary screen, counter-screen for RBBP9 inhibitor project, biochemical, fluorescence polarization; recombinant Fam108B, FP-Rh probe fluorescence polarization; inhibition, % at 9.51 µM; actives 0.33% (n = 300,000); AID 1947, 2009;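 active means inhibition above the screen mean inhibition plus 3 SD, computed separately per campaign, cut at about 18% in these data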;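 further: inhibitors lower polarization as less probe binds the enzyme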
PAFAH1B2 FP inh: PAFAH1B2 enzyme inhibitors, primary screen, biochemical, fluorescence polarization, human; Platelet-activating factor acetylhydrolase IB subunit alpha2 (Homo sapiens), P68402; recombinant PAFAH1B2, FP-rhodamine activity probe; inhibition, % at 3.39 µM; actives 1.2% (n = 340,000); AID 492953, 2010;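 active means inhibition above the mean of all tested compounds plus 3 SD, cut at about 24% in these data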;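 further: 0% = enzyme with DMSO and 100% = wells lacking PAFAH1B2; many of its hits are not listed in these tables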
Target sequence (P68402 whole entry, looked up): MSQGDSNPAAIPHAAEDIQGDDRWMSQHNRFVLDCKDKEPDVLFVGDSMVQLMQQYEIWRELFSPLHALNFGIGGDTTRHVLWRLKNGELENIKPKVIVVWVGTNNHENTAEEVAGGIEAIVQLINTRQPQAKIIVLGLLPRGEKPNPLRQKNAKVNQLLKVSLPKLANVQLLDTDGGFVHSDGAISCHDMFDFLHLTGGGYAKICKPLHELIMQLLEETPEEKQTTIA
LYPLA1 counter: LYPLA1 inhibitors, primary screen, counter-screen for PME1 inhibitor project, biochemical, fluorescence polarization, FP-Rh probe ABPP. Acyl-protein thioesterase 1 (Homo sapiens), O75608. recombinant LYPLA1. inhibition, % at 5.9 µM. actives 0.16% (n = 320,000). AID 2174, 2009;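 active means inhibition above the mean of all tested compounds plus 3 SD, set per campaign, cut at about 14% in these data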;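 further: inhibitors block serine hydrolase probe labeling of LYPLA1 so polarization falls; 0% = enzyme with DMSO and 100% = wells lacking LYPLA1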
Target sequence (O75608 whole entry, looked up): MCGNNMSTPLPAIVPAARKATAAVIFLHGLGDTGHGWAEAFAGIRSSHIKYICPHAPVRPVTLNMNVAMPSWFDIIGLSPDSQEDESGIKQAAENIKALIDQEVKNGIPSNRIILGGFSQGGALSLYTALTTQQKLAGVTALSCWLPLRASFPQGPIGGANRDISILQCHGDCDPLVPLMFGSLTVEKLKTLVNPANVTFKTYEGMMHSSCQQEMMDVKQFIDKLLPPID
PAD4 inh: human PAD4 inhibitors, primary screen, biochemical, fluorescence polarization, 1536-well format | recombinant PAD4, RCA probe fluorescence polarization | actives 0.41% (n = 330,000) | inhibition, % at 6.36 µM | Protein-arginine deiminase type-4 (Homo sapiens), Q9UM07;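 active means percent inhibition above a cutoff equal to the mean of all tested compounds plus 3 SD, cut at about 15% in these data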;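 further: 0% = PAD4 with RCA probe and DMSO and 100% = probe without PAD4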
pPAFAH FP inh: pPAFAH enzyme inhibitors, primary screen, biochemical, fluorescence polarization, human; Platelet-activating factor acetylhydrolase (Homo sapiens), Q13093; recombinant pPAFAH, FP-rhodamine probe fluorescence polarization; inhibition, % at 3.39 µM; actives 1.5% (n = 330,000);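 active means inhibition above the mean inhibition across the screen plus 3 SD, cut at about 25% in these data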;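 further: inhibitors block binding of the rhodamine activity-based probe so polarization drops; 0% = enzyme with DMSO and 100% = wells lacking pPAFAH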
Starred values were filed as active, the others as inactive; . = not tested or not shown.

SMILES	PME-1 inh	PAFAH2 inh	GSTO1 counter	PAFAH1B3 FP inh	Fam108B counter	PAFAH1B2 FP inh	LYPLA1 counter	PAD4 inh	pPAFAH FP inh
C=C(C)Cn1c(SCC(=O)N/N=C/c2c(O)ccc3ccccc23)nc2ccccc2c1=O	-10.2	-4.0	14.7	18.6	28.9*	2.1	-4.1	-4.8	4.3
O=C(N/N=C\c1cn(-c2ccccc2)nc1-c1ccccc1)c1ccc(Br)o1	-49.0	-27.0	-25.4	1.0	-29.9	-5.7	-25.9	-0.9	-2.5
Cc1ccc2c(c1)c1c(n2CC(O)CN2C(=O)CNC2=O)C(=O)CCC1 (centres undefined)	-1.8	4.3	4.5	6.6	2.1	-2.1	-1.2	1.4	3.3
CCOC(=O)CCc1c(C)nc(SCC(=O)O)c(C#N)c1C	-1.4	6.2	4.0	2.2	-6.6	0.3	-6.3	-3.0	-5.5
C=CCn1c(SCC(N)=O)nnc1-c1ccccc1O	-5.6	-3.9	-1.6	-6.7	3.5	-3.7	-2.0	0.5	7.4
CC(=O)Nc1ccc(NC(=O)Nc2ccc(C)cc2C)cc1	-7.0	6.6	7.0	10.3	-0.8	-3.1	-2.1	-5.2	4.9
O=S(=O)(Nc1cccc(S(=O)(=O)N2CCCC2)c1)c1ccc(Cl)s1	5.5	-3.1	.	8.0	.	9.0	1.2	-3.9	2.5
Cc1ccc2nc(NC(=S)NC(=O)c3ccc(OC(C)C)cc3)sc2c1	-0.5	-4.6	1.6	7.8	-7.4	0.1	-2.9	-6.9	5.9
CCC(Sc1nc2ncccc2[nH]1)C(=O)NCCc1ccccc1 (centres undefined)	-2.1	7.9	4.4	-11.1	-1.6	3.0	-4.7	-2.5	-3.0
Cc1ccc(C(=O)N2CCCC(Nc3ccc(F)c(F)c3)C2)cn1 (centres undefined)	1.9	-0.2	1.6	0.8	0.8	-3.0	-0.8	-1.8	3.8
O=c1c2ccccc2nc2n1C1(CCCCC1)Cc1ccccc1-2	-8.1	-3.1	0.4	-2.5	-2.8	6.1	-0.2	1.1	1.1
Fc1ccc(N=C2NN=C(c3cc(F)ccc3F)CS2)cc1	-0.1	-6.2	-5.3	2.3	-0.1	-4.3	-4.5	-18.9	6.0
Cc1cnccc1CNC(=O)CC1C(=O)NCCN1CC(C)(C)C (centres undefined)	-6.2	4.4	4.4	8.1	4.8	2.2	-0.3	0.0	0.6
Cc1cc(N)n(Cc2cccs2)n1	2.5	5.0	-3.8	-5.0	-0.4	-8.6	-0.1	-6.5	2.3
COC(=O)c1cc(S(=O)(=O)NCC2CCN(Cc3ccc(C)cc3)CC2)c[nH]1	1.6	3.9	6.2	4.2	-0.3	2.4	2.8	-2.1	2.6
CSc1nc(N)nc2c1ncn2CC(=O)NCC1CCCO1 (centres undefined)	.	0.5	.	4.6	.	6.5	.	-3.3	1.1
CCn1c(SCC(=O)NCc2ccco2)nc2c1c(=O)n(C)c(=O)n2C	-1.4	4.2	-2.3	-0.1	2.2	1.2	-0.4	0.1	-1.2
CC(CC(=O)N1CCN(c2ccccc2F)CC1)c1ccccc1 (centres undefined)	-7.8	-10.6	-0.4	8.1	0.2	-0.1	0.6	-3.7	4.2
CCOC(=O)c1sc(-c2cccs2)nc1C	1.1	6.5	-4.3	5.4	0.5	2.6	-0.3	-5.2	1.2
COc1ccc(NC(=O)CN(C)C(=O)c2ccc(COc3ccccc3)o2)cc1	4.6	-1.8	4.5	-9.4	1.8	5.7	5.4	-6.6	1.1

Filtered by structure, the entries above containing an NH in an aromatic ring (two)
SMILES	PME-1 inh	PAFAH2 inh	GSTO1 counter	PAFAH1B3 FP inh	Fam108B counter	PAFAH1B2 FP inh	LYPLA1 counter	PAD4 inh	pPAFAH FP inh
CCC(Sc1nc2ncccc2[nH]1)C(=O)NCCc1ccccc1 (centres undefined)	-2.1	7.9	4.4	-11.1	-1.6	3.0	-4.7	-2.5	-3.0
COC(=O)c1cc(S(=O)(=O)NCC2CCN(Cc3ccc(C)cc3)CC2)c[nH]1	1.6	3.9	6.2	4.2	-0.3	2.4	2.8	-2.1	2.6

Following part:
SMILES	PME-1 inh	PAFAH2 inh	GSTO1 counter	PAFAH1B3 FP inh	Fam108B counter	PAFAH1B2 FP inh	LYPLA1 counter	PAD4 inh	pPAFAH FP inh
COc1ccc(C(=O)OCC(=O)NC(C)CCc2ccccc2)cc1 (centres undefined)	3.0	75.1*	-3.3	6.8	5.9	6.6	0.8	4.6	7.7
Cc1cc(C)n(-c2ccc(Cl)c(C(=O)O)c2)n1	-2.0	-0.1	-1.5	2.6	-3.2	5.2	0.2	-1.5	-3.2
CN(C)c1ccc(/C=C2\Oc3ccc(C#Cc4cccc(N)c4)cc3C2=O)cc1	.	-47.9	.	-56.1	.	-50.2	.	-80.7	-8.3
COc1ccc(C(=O)N2N=C(c3cccc(NS(C)(=O)=O)c3)CC2c2cccs2)cc1 (centres undefined)	-0.3	-5.5	-0.8	9.7	-1.1	6.4	-4.0	-0.8	0.9
Cc1ccc(N2C(=O)c3ccccc3C2Nc2ccccc2F)nc1 (centres undefined)	3.5	2.5	-4.0	-9.2	-3.1	3.2	-0.2	2.8	-0.9
Cc1ccccc1-c1nnc(CN2CCC(C)CC2)o1	0.8	8.3	-0.8	-0.9	-0.8	3.8	-1.7	-2.3	6.7
CC(C)(C)c1ccc(C(=O)NN2CCOCC2)cc1	4.2	1.5	-4.2	-1.9	-2.2	0.7	-0.7	-1.6	4.0
COc1cc(CNC(=O)C2CC2)ccc1OCc1ccccc1	1.9	-1.8	3.7	-2.0	0.0	2.7	0.4	-8.2	9.1
C=C1CCN([C@H](C(=O)OCc2ccc(C)cc2)C(C)C)S(=O)(=O)c2ccccc21	0.5	126.0*	8.8	8.1	6.2	1.2	-1.2	2.6	1.7
CC(C)(C)OC(=O)C[C@@H]1C/C=C\C[C@H](CC(=O)N(CCO)Cc2ccccc2)C(=O)NC[C@@H](c2ccccc2)OC1=O	.	-11.3	.	-6.2	.	5.6	.	1.1	0.3
N#CC(=C1SC=CS1)c1nc(-c2ccccc2)cs1	9.0	0.6	-4.7	3.1	0.7	5.2	-3.2	0.2	7.6
O=C(/C=C/c1ccco1)Nc1nc(-c2ccc(F)c(F)c2)cs1	-6.7	.	-24.7	.	-2.9	.	-4.0	-4.2	-0.2
Cc1ccc2c(c1)C1CN(C)CCC1N2C(=O)c1ccc(Cl)c(S(=O)(=O)N2CCOCC2)c1 (centres undefined)	4.2	2.7	7.4	8.2	1.0	8.0	2.6	4.3	4.2
COc1ccccc1C(=O)Nc1cc(Cl)ccc1O	-3.6	4.2	-3.5	9.7	-4.0	1.5	0.1	-4.2	3.6
Cc1ccc(C(=O)N/C(=C/c2ccco2)C(=O)NCCc2c[nH]c3ccccc23)cc1	4.8	0.3	1.4	1.3	-5.2	3.6	-2.4	3.9	4.5
CC(C)(C)C(=O)/C=c1\s/c(=C\c2ccc(-c3ccc([N+](=O)[O-])cc3)o2)c(=O)n1CC(=O)NC(N)=O	1.9	4.1	0.9	0.9	9.2	0.2	-1.8	-15.1	16.6
CCn1c(SCC(=O)c2c[nH]c3ccccc23)nnc1-c1cccs1	-0.4	4.9	9.0	7.5	-3.6	2.2	-7.4	-1.4	0.4
CC(=O)c1c(C(C)=O)c(C)n(NC(=O)c2ccc(Cl)cc2)c1C	1.6	10.3	5.2	6.3	-4.5	5.2	1.1	0.4	2.8
CCSc1ncc(C#N)c(=O)[nH]1	-2.3	-4.3	8.0	0.8	2.7	-1.2	-2.0	1.0	-3.7
CN(C)S(=O)(=O)N1CCC(Oc2cccc(C(=O)N3CCCCCC3)c2)CC1	18.1	-1.2	2.2	5.9	1.8	7.9	1.4	3.1	4.3
Cc1cccn2c(=O)c3cc(C(=O)NCC4CCCO4)c(=N)n(CCN4CCOCC4)c3nc12 (centres undefined)	-0.6	-3.2	9.4	-0.8	-3.3	-1.6	-1.4	0.5	-7.9
Cc1ccc(CC(=O)Nc2nc3ccccc3s2)cc1	-2.0	2.9	0.3	3.6	1.4	9.5	-4.8	2.4	-4.4
CCc1noc(C)c1C(=O)OCC(=O)c1ccccc1OC	7.8	2.0	-1.6	-2.3	0.6	5.1	-0.4	-3.9	2.2
CCOC(=O)CSC1=C(C#N)C(c2ccc(Cl)cc2)CC(=O)N1 (centres undefined)	3.4	-1.6	-1.7	6.6	2.7	1.8	-2.2	-1.8	4.8
CCCCC(=O)Nc1nnc(SCC(=O)NC2CCCC2)s1	2.9	1.0	7.1	-0.7	4.1	0.6	1.3	-1.7	-0.7
CC(C)N(C(=O)[C@H]1C[C@H](CC(=O)NCc2cccc(C(F)(F)F)c2)C(=O)N2CCc3c([nH]c4cc(-c5ccco5)ccc34)[C@]12C)C(C)C	.	-4.1	.	2.8	.	0.0	.	4.2	6.6
COc1cc(OC)cc(-c2nnc(NC(=O)c3ccc4c(c3)OCCO4)o2)c1	0.0	-3.6	5.7	5.5	-3.8	-1.9	-3.4	-2.3	3.9
O=c1[nH]n(-c2ccc([N+](=O)[O-])cc2)c(=O)c2ccccc12	26.6*	32.5*	20.1	20.7	17.9	17.1	22.9*	31.3*	17.6
Cc1cc(C(=O)O/N=C(\N)c2ccc(C(C)(C)C)cc2)no1	-0.9	.	-1.9	.	-3.2	.	0.5	4.2	1.3
CCCOc1ccc(-c2nc(SCc3ccccc3)[nH]c(=O)c2C#N)cc1OC	-7.6	0.5	-7.1	6.3	-5.0	5.4	-0.2	2.5	7.2
O=C(NNC(=O)C1CCCC1)c1cc([N+](=O)[O-])cc([N+](=O)[O-])c1	-1.6	7.7	.	14.0	.	1.9	-0.6	3.8	6.5
CC(C)(C)C(=O)Nc1c(Cl)cccc1OC(F)(F)F	1.1	6.7	-3.2	9.8	0.2	4.9	-0.2	-0.7	2.1
O=C(CNC(=O)c1cccc(Br)c1)N/N=C/c1cccnc1	-6.6	0.3	-4.5	-5.8	-4.8	-0.9	-3.0	0.3	3.0

Four compounds from above, arranged by molecular weight, falling.
SMILES	PME-1 inh	PAFAH2 inh	GSTO1 counter	PAFAH1B3 FP inh	Fam108B counter	PAFAH1B2 FP inh	LYPLA1 counter	PAD4 inh	pPAFAH FP inh
CCCOc1ccc(-c2nc(SCc3ccccc3)[nH]c(=O)c2C#N)cc1OC	-7.6	0.5	-7.1	6.3	-5.0	5.4	-0.2	2.5	7.2
CN(C)c1ccc(/C=C2\Oc3ccc(C#Cc4cccc(N)c4)cc3C2=O)cc1	.	-47.9	.	-56.1	.	-50.2	.	-80.7	-8.3
COc1ccc(C(=O)OCC(=O)NC(C)CCc2ccccc2)cc1 (centres undefined)	3.0	75.1*	-3.3	6.8	5.9	6.6	0.8	4.6	7.7
Cc1cnccc1CNC(=O)CC1C(=O)NCCN1CC(C)(C)C (centres undefined)	-6.2	4.4	4.4	8.1	4.8	2.2	-0.3	0.0	0.6

This is a subset; rates above refer to the full screens.
